KCNK9 block: KCNK9 potassium channel inhibitors, primary screen, HEK293 cells, thallium flux. AID 488922, 2010. FluxOR thallium flux fluorescence; active compounds read low. 310,000 compounds, 1.2% hits. B-score at 10 µM;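 active means ratio B-score over 3 SD below the library mean, with starting fluorescence within 5 SD of its mean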;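 further: negative B-score means less thallium flux so channel inhibition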
TRPC4 PAM: positive allosteric modulators of TRPC4, primary screen, cell-based, mouse TRPC4beta, HEK293 mu-opioid, Fluo-4 calcium. DAMGO EC20, Fluo-4 Ca2+ flux; active compounds read high. B-score at 10 µM. 310,000 compounds, 0.42% hits. AID 2227, 2009;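 active means B-score of calcium response area above 5 SD of library B-scores, with initial fluorescence ratio within 5 SD of library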;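 further: B-score of integrated fluorescence ratio over time as area under calcium response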
Dyrk1A ADPGlo: rat Dyrk1A kinase inhibitors, primary screen, biochemical, single point, plate reader; Dual specificity tyrosine-phosphorylation-regulated kinase 1A (Rattus norvegicus), Q63470; ADP-Glo luminescence, NFATc1 peptide; inhibition, % at 12.5 µM; 310,000 compounds, 0.43% hits; in the data active means inhibition above about 50%;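 further: plate controls were vehicle with enzyme for no effect and no enzyme for full effect; many of its hits are not listed in these tables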
KCNK3 block: human KCNK3 channel inhibitors, primary screen, CHO cells, FluxOR thallium flux, B-score | FluxOR fluorescence; active compounds read low | B-score at 10 µM | 340,000 compounds, 0.84% hits;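 active means B-score under library mean minus 4 SD, starting fluorescence ratio at most library mean plus 5 SD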;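 further: more negative B-score means stronger inhibition of thallium flux through KCNK3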
HDAC3 inhib: HDAC3 deacetylase inhibitors, primary screen, biochemical, fluorescence, cell-free homogeneous; Histone deacetylase 3 (Homo sapiens), O15379; recombinant HDAC3, fluorogenic peptide/trypsin coupled; inhibition, % at 8.3 µM; 320,000 compounds, 0.15% hits; AID 2718, 2010; in the data active means inhibition above about 26%, passing the limit was not always enough
KCNQ1 inh: inhibitors of human KCNQ1 channel, primary screen, cell-based, thallium flux, high-throughput. Potassium voltage-gated channel subfamily KQT member 1 (Homo sapiens), P51787. CHO-K1 KCNQ1, FluxOR thallium flux fluorescence; active compounds read high. B-score at 10 µM. 310,000 compounds, 1.3% hits;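 active means compounds whose thallium flux B-score, printed positive for inhibition, exceeds three library SD while starting fluorescence stays within three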;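 further: channel opened by potassium depolarization with thallium stimulus after 20 min compound exposure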
KCNQ1 act: potentiators or activators of KCNQ1 channel, primary screen, cell-based, thallium flux, high-throughput | Potassium voltage-gated channel subfamily KQT member 1 (Homo sapiens), P51787 | CHO-K1 KCNQ1, thallium flux FluxOR fluorescence; active compounds read high | B-score at 10 µM | 310,000 compounds, 0.35% hits | AID 2648, 2010;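 active means fluorescence ratio B-score, a plate-corrected score, at least three library SD, with initial intensity B-score within 5 SD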
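System: Stable KCNQ1 CHO-K1 line | Incubation: 90 min dye loading and 20 min compound exposure, both at room temperature | Measure: Ratio B score | Medium: Assay buffer for compound exposure, DMSO matched across wells | Compound dosing: Single-concentration screen | Probe or stimulus: K+/Tl+ depolarizing stimulus | Measured by: Kinetic FluxOR fluorescence, 10 s baseline plus 110 s post-stimulus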
TRPC4 agonist: activators of mouse TRPC4 channel, primary screen, Fluo4 calcium, HEK293 TRPC4beta/mu-opioid cells; Short transient receptor potential channel 4 (Mus musculus), Q9QUQ5; Fluo4 calcium fluorescence; active compounds read high; B-score at 10 µM; 310,000 compounds, 0.49% hits;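 active means B-score above 5 SD of library B-scores, and initial fluorescence ratio not above library mean plus 5 SD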;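 further: positive B-score marks a calcium rise read as TRPC4 activation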
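Material: HEK293 stable line with TRPC4beta plus mu-opioid receptor; technique: Fluo4 calcium-sensitive dye fluorescence, kinetic, 1 Hz baseline; timing: Fluo4 dye loading 45 min at room temperature, 110 s recording; controls: assay buffer as low control, maximal DAMGO as high control; read-out: integrated baseline-normalised fluorescence ratio, converted to per-well B score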
hERG protect: hERG rescue from dofetilide block, primary screen, cell-based, CHO-hERG, FluxOR thallium flux, dofetilide IC70; dofetilide IC70 present; AID 1511, 2009; 310,000 compounds, 0.51% hits; activation (rescue from dofetilide block), less the hit threshold, % at 10 µM;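 active means activation above the mean of controls blocked by dofetilide plus 5 SD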;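 further: thallium influx through hERG after potassium depolarization seen as dye fluorescence rise; in these data hits start at about 4.7%; inactives centre near -7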
ANO1 block: TMEM16A chloride channel inhibitors, primary screen, cell-based, HTS; Anoctamin-1 (Mus musculus), Q8BHY3; HEK293 TMEM16A/YFP iodide influx fluorescence, ionomycin; normalized B-score (activity score, 25-100; higher = stronger inhibition) at 10 µM; 310,000 compounds, 1.2% hits; AID 588511, 2011;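 active means ratio plate-corrected score three or more library SD toward inhibition, starting fluorescence score within five deviations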;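 further: score derived from kinetic fluorescence span divided by baseline fluorescence per well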
Target sequence (Q8BHY3 whole entry, looked up): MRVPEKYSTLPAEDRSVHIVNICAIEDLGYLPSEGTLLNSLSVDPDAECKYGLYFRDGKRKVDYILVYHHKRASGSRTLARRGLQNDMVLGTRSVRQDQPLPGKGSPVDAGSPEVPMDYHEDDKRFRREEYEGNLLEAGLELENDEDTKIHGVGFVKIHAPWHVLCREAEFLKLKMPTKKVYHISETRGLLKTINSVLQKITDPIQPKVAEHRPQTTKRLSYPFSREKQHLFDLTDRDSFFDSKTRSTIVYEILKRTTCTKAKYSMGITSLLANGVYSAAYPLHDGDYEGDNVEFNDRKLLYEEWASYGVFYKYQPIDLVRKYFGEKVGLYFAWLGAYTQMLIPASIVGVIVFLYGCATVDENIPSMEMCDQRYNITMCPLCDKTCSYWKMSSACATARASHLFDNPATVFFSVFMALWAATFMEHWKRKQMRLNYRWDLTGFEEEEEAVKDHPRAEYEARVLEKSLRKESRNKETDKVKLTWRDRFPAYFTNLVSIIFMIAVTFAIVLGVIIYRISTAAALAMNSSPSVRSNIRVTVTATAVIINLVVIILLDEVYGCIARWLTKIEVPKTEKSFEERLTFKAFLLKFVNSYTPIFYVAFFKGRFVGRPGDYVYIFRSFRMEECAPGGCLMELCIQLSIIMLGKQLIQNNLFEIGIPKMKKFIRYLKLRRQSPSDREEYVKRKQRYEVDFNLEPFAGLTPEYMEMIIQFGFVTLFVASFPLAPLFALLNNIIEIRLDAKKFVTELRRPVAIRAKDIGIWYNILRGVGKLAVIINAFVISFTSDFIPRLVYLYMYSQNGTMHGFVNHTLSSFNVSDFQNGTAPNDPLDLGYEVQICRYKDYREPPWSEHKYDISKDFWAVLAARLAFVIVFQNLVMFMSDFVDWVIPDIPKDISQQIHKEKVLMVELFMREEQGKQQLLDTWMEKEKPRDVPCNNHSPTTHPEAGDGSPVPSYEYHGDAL
ANO1 activ: TMEM16A chloride channel activators or potentiators, primary screen, cell-based, HTS; HEK293 TMEM16A/YFP-H148Q/I152L, iodide quench fluorescence; active compounds read low; 340,000 compounds, 0.3% hits; B-score at 10 µM; AID 623877, 2012;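 active means fluorescence-ratio B-score plate-corrected deviation score at least 3 library SD below zero, with starting fluorescence score within 5 deviations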;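 further: channel opened by trigger with iodide after compound preincubation; score built on the fluorescence ratio of max minus min over baseline; more negative score means more quench and so TMEM16A activation or potentiation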
* hit, by the source's call; i = inactive; . = no result given.

SMILES | KCNK9 block | TRPC4 PAM | Dyrk1A ADPGlo | KCNK3 block | HDAC3 inhib | KCNQ1 inh | KCNQ1 act | TRPC4 agonist | hERG protect | ANO1 block | ANO1 activ
CO[C@@]12[C@H](COC(N)=O)C3=C(C(=O)C(C)=C(N)C3=O)N1C[C@@H]1N[C@@H]12 | . | . | 4 | i | -14 | . | . | . | . | i | i
O=C(Nc1ccccc1F)NC1CCCCCCC1 | i | i | 1 | i | -5 | i | i | i | -5 | i | i
CCN(CC(=O)Nc1c(F)cccc1F)C(=O)c1ccc(S(=O)(=O)NCc2ccco2)cc1 | i | i | -8 | i | -1 | i | i | i | -13 | i | i
COC(=O)c1ccc(C(=O)Nc2ccc3c(c2)C(=O)NC3=O)cc1 | i | i | -9 | i | -3 | i | i | i | -5 | i | i
CC(O)C(NS(=O)(=O)c1ccc(Cl)cc1)C(=O)OCC(=O)c1c[nH]c2ccccc12 (stereo not drawn) | i | i | -8 | i | 8 | i | i | i | -19 | i | i
COc1cc(C(=O)N(C)c2nnc(-c3cccnc3)s2)cc(OC)c1OC | i | i | . | . | . | i | i | i | -5 | . | .
O=C(O)CCN1c2ccccc2Sc2ccccc21 | i | i | 8 | i | -5 | i | i | i | -2 | i | i
Cc1cc(NCCCO)n2c(nc3ccccc32)c1C#N | i | i | 11 | i | -74 | i | i | i | -2 | i | i
CCCCN(C)S(=O)(=O)c1ccc(C(=O)Nc2nnc(CSC)o2)cc1 | i | i | . | i | 1 | i | i | i | -3 | i | i
CN(C)S(=O)(=O)c1ccc(Cl)c(NC(=O)COC(=O)C2CCCO2)c1 (stereo not drawn) | i | i | 4 | i | 1 | i | i | i | -13 | i | i
CCSc1nnc(-c2ccc(S(=O)(=O)N3CCOCC3)cc2)n1C | i | i | 0 | i | -3 | i | i | i | -5 | i | i
Cc1ccc(C(=O)Nc2cccc(NC(=O)CN3CCCCC3)c2)cc1 | i | i | -1 | i | 1 | i | i | i | -8 | i | i

As entered above.
Under Dyrk1A ADPGlo, CO[C@@]12[C@H](COC(N)=O)C3=C(C(=O)C(C)=C(N)C3=O)N1C[C@@H]1N[C@@H]12 reads 4
Under hERG protect, Cc1cc(NCCCO)n2c(nc3ccccc32)c1C#N reads -2
Under HDAC3 inhib, O=C(Nc1ccccc1F)NC1CCCCCCC1 reads -5

Quoted at random: two entries already listed.
SMILES | KCNK9 block | TRPC4 PAM | Dyrk1A ADPGlo | KCNK3 block | HDAC3 inhib | KCNQ1 inh | KCNQ1 act | TRPC4 agonist | hERG protect | ANO1 block | ANO1 activ
O=C(Nc1ccccc1F)NC1CCCCCCC1 | i | i | 1 | i | -5 | i | i | i | -5 | i | i
COC(=O)c1ccc(C(=O)Nc2ccc3c(c2)C(=O)NC3=O)cc1 | i | i | -9 | i | -3 | i | i | i | -5 | i | i

(cont.)
SMILES | KCNK9 block | TRPC4 PAM | Dyrk1A ADPGlo | KCNK3 block | HDAC3 inhib | KCNQ1 inh | KCNQ1 act | TRPC4 agonist | hERG protect | ANO1 block | ANO1 activ
C/C=C/c1ccc(OCCOc2cccc3cccnc23)c(OC)c1 | i | i | -6 | i | 10 | i | i | i | -12 | i | i
CC(C)Cn1cc(C(=O)N2CCN(c3ccccn3)CC2)c2c3ccccc3n(C)c2c1=O | i | i | -11 | i | -9 | i | i | i | -27 | i | i
O=C(Nc1ccc(F)c(F)c1)c1cccnc1 | i | i | -15 | i | 4 | i | i | i | -12 | i | i
Cc1cc(C)c(C)c(OC(=O)c2sc(Cl)nc2C)c1 | i | i | -1 | i | 2 | i | i | i | -10 | i | i
CS(=O)(=O)n1nc(-c2ccccc2)nc1NCc1ccco1 | i | i | 5 | i | 4 | i | i | i | -2 | i | i
CC(=O)c1cccc(NC(=S)NC(=O)c2ccc(C)cc2Cl)c1 | i | i | 6 | i | 1 | i | i | i | 2 | i | i
CCCCOC(=O)c1ccc(NC(=O)CSc2nnnn2C)cc1 | i | i | 1 | i | -4 | i | i | i | -6 | i | i
COc1ccc(NC(=O)CCCCCN2C(=O)CCC2=O)cc1Cl | i | i | -1 | i | -3 | i | i | i | -5 | i | i
O=C(Nc1cccc(-c2nnc(-c3ccco3)o2)c1)c1ccccc1 | -6.9* | i | -5 | i | 1 | i | i | i | -15 | i | i
COc1ccc(NC(=O)c2ccc(OC(=S)N(C)c3ccc(OC)cc3)cc2)cc1 | i | i | -7 | i | -13 | i | i | i | -4 | i | i
COc1cc2[nH]c(C(=O)N3CCC(Cc4ccccc4)CC3)cc2c(OC)c1OC | i | i | -6 | i | 4 | i | i | i | -1 | i | i
O=C(c1ccc(Cl)c(S(=O)(=O)N2CCCC2)c1)N1CCN(c2ccccn2)CC1 | i | i | 7 | i | -3 | i | i | i | -21 | i | i
CC1CC(=O)N(CC(=O)Nc2cccc(Cl)c2)c2ccccc2S1(=O)=O (stereo not drawn) | i | i | . | i | 0 | i | i | i | -7 | i | i
CC1CC(C)CN(S(=O)(=O)c2ccccc2[N+](=O)[O-])C1 (stereo not drawn) | i | i | -2 | i | -3 | i | i | i | -4 | i | i
COc1ccccc1C(=O)Nc1ccccc1N1CCCCC1 | i | i | -4 | i | -2 | i | i | i | -14 | i | i
CC(=O)c1ccc(NS(=O)(=O)c2ccc(-c3cnc(C4CC4)o3)cc2)cc1 | i | i | -4 | i | . | i | i | i | -14 | i | i
COc1cc(-c2nc(-c3ccccc3)c(-c3cccs3)[nH]2)cc(OC)c1OC | i | i | -1 | i | -7 | i | i | i | -12 | i | i
CNC(=O)C1=C(C)NC(=S)NC1c1cc2c(cc1OC)CCCC2 (stereo not drawn) | i | i | 7 | i | 2 | i | i | i | -5 | i | i
O=C(Nn1cnnc1)c1ccccc1Cl | i | i | 1 | i | 0 | i | i | i | -5 | i | i
Cc1ccc(C)c2[nH]c(=O)c(CCNC(=O)CCc3ccccc3)cc12 | i | i | 6 | i | -2 | i | i | i | -11 | i | i
Cn1cc(/C=C(\C#N)C(=O)Nc2ncc(Cc3ccc(Cl)cc3)s2)c2ccccc21 | i | i | -3 | i | -3 | i | i | i | -11 | i | i
O=C(O)c1ccc(CSc2nc3ccc(NC(=O)c4ccccc4C(=O)O)cc3s2)cc1 | i | i | 6 | i | -1 | i | i | i | -3 | i | i
Cc1occc(=O)c1O | i | i | -8 | i | 0 | i | i | i | -3 | i | i
CCCCc1cc(C)c(S(=O)(=O)c2ccccc2C)c(=O)[nH]1 | i | i | -5 | i | 5 | i | i | i | -8 | i | i

Record cards, as listed above:
CCSc1nnc(-c2ccc(S(=O)(=O)N3CCOCC3)cc2)n1C is listed with KCNK9 block: i; TRPC4 PAM: i; Dyrk1A ADPGlo: 0; KCNK3 block: i; HDAC3 inhib: -3; KCNQ1 inh: i; KCNQ1 act: i; TRPC4 agonist: i; hERG protect: -5; ANO1 block: i; ANO1 activ: i
O=C(Nc1ccccc1F)NC1CCCCCCC1 is listed with KCNK9 block: i; TRPC4 PAM: i; Dyrk1A ADPGlo: 1; KCNK3 block: i; HDAC3 inhib: -5; KCNQ1 inh: i; KCNQ1 act: i; TRPC4 agonist: i; hERG protect: -5; ANO1 block: i; ANO1 activ: i

Later entries
SMILES | KCNK9 block | TRPC4 PAM | Dyrk1A ADPGlo | KCNK3 block | HDAC3 inhib | KCNQ1 inh | KCNQ1 act | TRPC4 agonist | hERG protect | ANO1 block | ANO1 activ
Cc1ccc(Cc2cnc(N)s2)o1 | i | i | -4 | i | 3 | i | i | i | -11 | i | i
COc1cccc(CN2CCN(Cc3nc(-c4cccc(F)c4F)oc3C)CC2=O)c1 | i | i | 7 | i | 2 | i | i | i | -8 | i | i
Fc1ccccc1CNc1nc(-c2cccnc2)nc2ccccc12 | i | i | 19 | i | 5 | i | i | i | -19 | i | i
c1ccc(Cc2nnc(N3CCCCC3)c3ccccc23)cc1 | i | i | -7 | i | 0 | i | i | i | -4 | i | i
O=C(NCCN1CCN(c2ccccc2F)CC1)c1ccc2nc3ccccc3c(=O)n2c1 | i | i | -1 | i | . | i | i | i | -4 | . | i
COc1ccc2nc(NC(=O)CN(c3ccc(C)cc3)S(=O)(=O)c3c(C)nn(C)c3C)sc2c1 | i | i | 30 | i | -3 | i | i | i | -18 | i | i
O=C(NCC1CCCO1)C(c1cccs1)N(Cc1ccccc1)C(=O)c1ccc(-c2ccccc2)[nH]1 (stereo not drawn) | i | i | -3 | i | 12 | i | i | i | -8 | i | i
CC(C)(C)NC(=O)CSCc1c(Cl)cccc1Cl | i | i | -2 | i | 1 | i | i | i | -9 | i | i
Cc1cc(C)c2cc(C#N)c(NCCNC(=S)NCCCN3CCOCC3)nc2c1 | i | i | 3 | i | -19 | i | i | i | -10 | i | i
COC(=O)CSc1nnc(CNC(=O)c2ccccc2OC)n1C | i | i | 0 | i | 1 | i | i | i | -10 | i | i
NC(=O)c1ccsc1NC(=O)CCS(=O)(=O)c1ccc(F)cc1 | i | i | 11 | i | -3 | i | i | i | -17 | i | i
Cc1ccc(Nc2nc(C)c(CCC(C)C)c(=O)[nH]2)cc1 | i | i | 10 | i | -2 | i | i | i | -1 | i | i

Of the compounds above, 2 have a COOH group:
SMILES | KCNK9 block | TRPC4 PAM | Dyrk1A ADPGlo | KCNK3 block | HDAC3 inhib | KCNQ1 inh | KCNQ1 act | TRPC4 agonist | hERG protect | ANO1 block | ANO1 activ
O=C(O)CCN1c2ccccc2Sc2ccccc21 | i | i | 8 | i | -5 | i | i | i | -2 | i | i
O=C(O)c1ccc(CSc2nc3ccc(NC(=O)c4ccccc4C(=O)O)cc3s2)cc1 | i | i | 6 | i | -1 | i | i | i | -3 | i | i

Screening results as filed in PubChem BioAssay.

Not all compounds are listed; count on the stated rates, not on these rows.
